# GPR55 beta-arrestin = GPR55 agonists via beta-arrestin recruitment, primary screen, imaging, U2OS cells, beta-arrestin-GFP redistribution (AID 1961); U2OS GPR55 beta-arrestin-GFP redistribution imaging; higher % means a stronger effect; one-dose activation, % at 10 µM; EC50 in µM for titrated hits; 290,000 tested, 0.048% active; G-protein coupled receptor 55 (Homo sapiens);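 active = activation above 40% with more than 50 cells counted in the well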;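 note: U2OS osteosarcoma cells stably expressing GPR55 and beta-arrestin-GFP; plate controls were DMSO negative control for no effect and LPI positive control for full effect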
# Yfh1-depleted yeast = enhancers of respiration in Yfh1-depleted yeast, dose response, Friedreich's ataxia, plus single-dose screen (AID 1465); S. cerevisiae Yfh1-off respiration, WST-1 reduction, 72 h; higher fold induction means a stronger effect; fold induction at 50 µM; hits with a dose series show EC50 in µM; 220,000 tested, 0.074% active;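 active = fold induction of absorbance versus untreated yeast above a set limit, then at least 30% activation at any dose in follow-up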;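 note: activators that raise dye reduction in frataxin-depleted yeast; strong numbers were not always called active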
# Rac1 GTP hydrolysis = MgcRacGAP GTPase-activating activity inhibitors, confirmation, biochemical, ADP Hunter fluorescence; MgcRacGAP-stimulated Rac1 GTP hydrolysis, ADP Hunter fluorescence; higher % means a stronger effect; GST-tagged Rac1 F28L mutant substrate; inhibition, % at 30 µM, or IC50 in µM where a hit was titrated; 340,000 tested, 0.6% active; AID 624330, 2012;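 active = first-screen hits whose inhibition reached a set limit at any dose in the follow-up dose series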;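 note: fluorescence reports GDP produced by GAP-driven GTP hydrolysis; strong numbers were not always called active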
# Large T inhibition = SV40 large T antigen inhibitors, biochemical (AID 1903); inhibition, % at 20 µM, or IC50 in µM where a hit was titrated; 310,000 tested, 0.39% active; SV40 large T antigen ATPase/helicase inhibition assay; higher % means a stronger effect; in the data active = a potency from the dose series; note: strong numbers were not always called active
# NTR1 ag = agonists of NTR1, primary screen, imaging, U2OS cells, beta-arrestin-GFP, high content (AID 493036). Neurotensin receptor type 1 (Homo sapiens), P30989. NTR1-U2OS beta-arrestin-GFP spot imaging, agonist mode. activation, % at 20 µM. 330,000 tested, 0.17% active;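 active = activation at or above 40% of the spot to cytoplasm intensity ratio, with at least 20 cells analyzed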;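 note: 0% = DMSO without peptide and 100% = 100 nM NTR1 peptide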
# Target sequence (P30989 whole entry, looked up): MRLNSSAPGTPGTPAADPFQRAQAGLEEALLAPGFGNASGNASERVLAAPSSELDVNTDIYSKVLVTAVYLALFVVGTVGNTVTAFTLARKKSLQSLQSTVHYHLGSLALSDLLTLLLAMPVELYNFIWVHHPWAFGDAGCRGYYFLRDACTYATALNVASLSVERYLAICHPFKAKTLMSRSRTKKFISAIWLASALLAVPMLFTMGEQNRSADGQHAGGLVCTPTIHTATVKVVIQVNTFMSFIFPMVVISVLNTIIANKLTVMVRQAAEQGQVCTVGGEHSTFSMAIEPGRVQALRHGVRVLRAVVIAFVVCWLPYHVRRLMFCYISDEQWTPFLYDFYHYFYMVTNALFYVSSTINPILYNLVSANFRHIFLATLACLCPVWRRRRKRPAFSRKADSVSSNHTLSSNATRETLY
# GPR55 antagonists = GPR55 antagonists blocking LPI-driven arrestin recruitment, primary screen, imaging, U2OS, beta-arrestin-GFP, LPI agonist (AID 2013) | U2OS GPR55 beta-arrestin-GFP translocation imaging, LPI antagonism; higher % means a stronger effect | inhibition, % at 10 µM; hits with a dose series show IC50 in µM | 290,000 tested, 0.13% active;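 active = spots per cell inhibited over 60%, with over 100 cells counted and total cytoplasm intensity under 500,000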;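 note: U2OS cells stably carrying GPR55 and arrestin-GFP stimulated by 5 µM LPI near EC80; imaged beta-arrestin-GFP aggregate spots per cell after agonist stimulation; plate controls were LPI-stimulated DMSO wells for no effect and DMSO wells without LPI for full effect; some results filed as inactive read as strong as hits; confirmed hits need IC50 under 10 µM and bright autofluorescent wells are also inconclusive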
# AID2073 = inhibitors of Mint1-CaV2.2 protein interaction, biochemical, HTRF (AID 2073). Voltage-dependent N-type calcium channel subunit alpha-1B (Homo sapiens). HTRF protein-protein interaction, Mint1-CaV2.2; higher % means a stronger effect. inhibition, % at 20 µM; hits with a dose series show IC50 in µM. 290,000 tested, 0.19% active; in the data active = inhibition mostly above about 51%, no sharp cut-off; note: some results filed as inactive read as strong as hits
# GPR35 antagonists = GPR35 antagonists blocking zaprinast-driven arrestin recruitment, primary screen, imaging, U2OS, beta-arrestin-GFP, zaprinast agonist (AID 2058); G-protein coupled receptor 35 (Homo sapiens); U2OS GPR35 beta-arrestin-GFP translocation imaging, zaprinast antagonism; higher % means a stronger effect; inhibition, % at 10 µM, or IC50 in µM where a hit was titrated; 290,000 tested, 0.052% active;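 active = inhibition of at least 50% with at least 30 cells and total cytoplasm GFP at most 10,000,000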
# NS5 inhibitors = Dengue-2 NS5 methyltransferase inhibitors, primary screen, biochemical, confirmation dose response (AID 588689). Genome polyprotein (Dengue virus type 2 (strain 16681-PDK53)). Dengue-2 NS5 methyltransferase capping enzyme assay, biochemical; higher % means a stronger effect. one-dose inhibition, % at 25 µM; IC50 in µM for titrated hits. 340,000 tested, 0.3% active; in the data active = a potency from the dose series
# NTR1 ag cell count 20 µM = recorded beside NTR1 ag, whose call it bears; cell count; measured here: cell count, cytotoxicity flag
# NS5 inhibitors pilot replicate = also measured in NS5 inhibitors; calls as there; inhibition, %; measured here: pilot screen replicate inhibition
# The depositor's hits bear a star; i = inactive; . = not tested or not shown.
SMILES,GPR55 beta-arrestin,Yfh1-depleted yeast,Rac1 GTP hydrolysis,Large T inhibition,NTR1 ag,NTR1 ag cell count 20 µM,GPR55 antagonists,AID2073,GPR35 antagonists,NS5 inhibitors,others
CCCn1c(=O)c(C(=O)NCc2ccccn2)c(O)c2ccccc21,-0.1%,i,9.1%,1.0%,2.3,64,-1.0%,14.4%,12.9%,-6.1%,
CCOCCCNC(=O)c1c[nH]c2ccc(OCC)cc2c1=O,0.7%,i,0.4%,18.6%,0.3,65,2.3%,-8.6%,4.4%,-0.8%,
O=C(Nc1ccc(-c2nc3ccccc3[nH]2)cc1)c1ccc(N2C(=O)CCC2=O)cc1,-0.3%,i,-1.5%,3.9%,-1.9,84,8.0%,49.5%,.,2.2%,
COC(=O)CCC(=O)N1CCCC(CO)(Cc2ccccc2C)C1 (stereo unspecified),-0.1%,i,1.6%,4.6%,-0.1,87,1.7%,2.6%,-4.3%,-9.7%,
CCCCn1c(N)c(-c2nc3ccccc3s2)c2c([N+](=O)[O-])nn(C)c(=O)c21,-0.1%,i,-1.0%,2.4%,61.0*,67*,1.2%,2.9%,21.9%,-4.0%,
O=C1Cc2ccccc2Sc2ccccc21,0.1%,i,14.9%,3.5%,-0.7,16,14.7%,19.3%,-14.5%,1.4%,
CCN(CC)C(=O)Oc1nnc(SC(C)C)n1-c1ccc(Cl)cc1,-0.3%,i,1.2%,5.0%,0.2,46,11.3%,3.0%,-15.5%,0.8%,
COC(C[C@H](O)C[C@H](O)COCc1ccccc1)OC,-0.1%,i,5.3%,.,-1.0,92,-0.7%,5.9%,-1.5%,-13.2%,
CCC(c1nnc(SCC(=O)N2CC(=O)Nc3ccccc32)n1Cc1ccccc1)N(C)C (stereo unspecified),0.0%,i,8.0%,-3.1%,0.4,73,-1.3%,-9.7%,-2.6%,-3.4%,
CC1(C)CC2CC(C)(CN2C(=O)c2cc(-c3ccccc3)on2)C1 (stereo unspecified),0.3%,.,5.7%,3.4%,5.1,48,-2.4%,0.6%,-1.3%,-8.9%,
CC[C@@]1(c2ccccc2C)C(=O)N(C(=O)OC)N1C(=O)OC,0.2%,.,-6.4%,24.8%,1.0,51,3.4%,6.7%,3.4%,-11.1%,
Cc1nn(-c2ccc(F)cc2)c(Cl)c1/C=N/NC(=O)c1cccs1,-0.1%,i,4.0%,7.5%,1.3,44,11.1%,5.3%,-8.5%,-5.1%,
COc1ccc(S(=O)Cc2ccc(C(=O)N3CCN(C(=O)c4ccco4)CC3)o2)cc1 (stereo unspecified),-0.1%,.,4.5%,5.9%,-0.1,51,9.6%,-2.2%,9.4%,-7.1%,
Cc1cc(C)cc(Nc2nc3c(S(=O)(=O)c4ccccc4)nnn3c3ccccc23)c1,-0.3%,i,9.2%,2.4%,.,.,2.0%,2.3%,.,2.2%,
COC(=O)c1cc[n+](CC(=O)c2ccccc2)cc1,-0.1%,i,5.8%,12.5%,0.4,31,-2.2%,-6.0%,-9.6%,-4.3%,
Cc1ccc(S(=O)(=O)N2c3ccccc3OCC2C(C)(C)C)cc1 (stereo unspecified),0.2%,i,-1.4%,.,-0.2,78,-6.0%,1.7%,-0.9%,-14.1%,
Cc1ccc(C(=O)Oc2oc(-c3ccco3)nc2C=Nc2ccccc2)cc1,-0.1%,i,.,-4.0%,.,.,-9.2%,17.8%,7.5%,.,
COc1ccccc1NC(=O)/C(C#N)=C/c1ccncc1,0.0%,.,9.4%,15.1%,1.5,60,4.2%,10.0%,6.7%,-6.6%,
CN(CC(=O)Nc1ccccc1Cl)C(=O)Cn1nnc(-c2ccc(F)cc2)n1,.,.,0.6%,19.9%,-0.5,45,.,.,.,-1.5%,
Cc1cc(C)c2c(c1)-c1c(ssc1=S)C(C)(C)N2C(=O)CN1C(=O)c2ccccc2C1=O,-0.4%,i,6.2%,6.4%,23.0,49,14.9%,-24.1%,2.1%,0.0%,
Cc1cc(C)c2cccc(N)c2n1,0.0%,i,5.5%,.,1.1,96,1.4%,-4.7%,15.9%,7.1%,
C/C(=N\NC(=O)c1cc(-c2ccc(C)s2)[nH]n1)c1ccco1,0.0%,i,5.8%,5.6%,0.2,67,-2.7%,2.2%,-6.5%,-2.6%,
Cc1ccsc1C1Nc2ccc3ncccc3c2C2=C1C(=O)CCC2 (stereo unspecified),-0.1%,i,12.5%,25.1%,1.0,58,-5.4%,-65.8%,-6.1%,-2.7%,
COc1ccc(NC(=O)C2OCCc3ccccc32)c(OC)c1 (stereo unspecified),-0.2%,i,-14.3%,2.9%,0.9,63,6.0%,2.3%,12.3%,-2.8%,
Cc1ccc(-n2c3nc(=O)n(C)c(=O)c-3cc3ccccc32)cc1,-0.1%,i,.,6.2%,1.8,38,11.8%,5.8%,15.2%,.,
COc1ccc(CN2CCN(C(=O)C3CCC(CNS(=O)(=O)c4ccc(C)cc4)CC3)CC2)c(OC)c1OC (stereo unspecified),0.3%,i,1.7%,-0.7%,2.2,41,0.0%,17.7%,-12.3%,-2.3%,
CN(C(=O)COC(=O)c1cc(S(=O)(=O)N2CCCCC2)ccc1N1CCOCC1)C1CCS(=O)(=O)C1 (stereo unspecified),0.7%,i,4.4%,13.1%,1.5,50,0.1%,-5.3%,9.3%,-5.6%,
COc1ccccc1C(=O)Nc1ccc2c(c1)nc1n2CCN(Cc2ccccc2)C1,0.3%,i,6.9%,0.9%,6.9,38,2.9%,37.3%,-5.4%,-19.5%,
O=C(c1ccc(N2CCCCC2)c([N+](=O)[O-])c1)N(c1ccccn1)c1ccccn1,0.0%,i,4.1%,11.1%,-0.6,53,1.6%,-1.5%,-1.8%,-3.0%,
O=C(Cc1ccc(F)cc1)Nc1nccs1,-0.1%,.,7.3%,5.8%,1.3,68,-1.7%,-8.0%,15.2%,5.8%,
CNC(=S)N1CCN(c2ccccc2OC)CC1,0.0%,i,5.8%,4.2%,5.4,89,5.8%,-24.4%,-14.3%,1.4%,NS5 inhibitors pilot replicate=-5.9
Cc1cc(=O)oc(C)c1C(=O)N[C@@H](Cc1ccccc1)C(=O)O,0.0%,.,-0.5%,1.4%,0.2,80,2.2%,1.4%,-1.7%,-7.5%,
Cc1ccccc1NC(=O)Cc1nc(CCl)cs1,0.9%,i,3.2%,17.5%,4.2,38,10.0%,-3.7%,2.1%,-8.8%,
O=c1cc(-c2ccc([N+](=O)[O-])cc2)c2ccc(O)cc2o1,-0.6%,i,4.6%,9.3%,1.2,50,12.3%,-4.0%,14.8%,-3.0%,
COc1ccc(-c2nc3ccc(C(=O)NCC(OC)OC)cc3nc2-c2ccc(OC)c(OC)c2)cc1OC,-0.1%,.,11.2%,12.1%,2.6,79,13.7%,36.5%,0.4%,-4.5%,
Cc1ccc[n+](-c2nc3ccccc3nc2[N-]S(=O)(=O)c2ccccc2)c1,-0.1%,i,-6.8%,17.5%,-1.7,61,4.5%,20.3%,11.7%,-4.7%,
CCS(=O)(=O)C1=NN2C(=N)/C(=C\c3ccc(OS(=O)(=O)c4ccccc4)cc3)C(=O)N=C2S1,-0.1%,.,11.1%,36.2%,-0.2,68,-5.3%,11.4%,11.7%,19.4%,
Cc1nn(CC(=O)N2CCC(C)CC2)c(=O)c2cccn12,0.6%,.,1.7%,4.1%,0.5,67,8.8%,7.5%,19.5%,7.8%,
CCOc1ccc(NC(=O)c2ccccc2OCC(=O)c2ccc(C)cc2)cc1,-0.2%,i,3.4%,-3.9%,6.8,86,-16.0%,4.7%,12.0%,-2.7%,NS5 inhibitors pilot replicate=0.5
O=S1(=O)CCN2C=C(Cl)C=C(Cl)C2=N1,0.5%,i,-1.4%,-4.8%,2.2,66,-3.3%,20.7%,-1.1%,-5.9%,
c1ccn2c(CNc3ncnc4sccc34)nnc2c1,0.7%,i,7.4%,-1.9%,0.2,73,9.1%,0.0%,-14.0%,-9.7%,
CCC(C)NC(=O)c1ccc(N2CCC3(CC2)OCCO3)c([N+](=O)[O-])c1 (stereo unspecified),0.2%,i,7.5%,0.3%,4.3,70,5.5%,-5.6%,-14.7%,30.8%,
CC(=O)c1ccc(OC(=O)/C=C/c2ccccc2)cc1,0.2%,.,5.5%,10.7%,0.7,43,2.5%,-9.3%,-9.3%,-6.6%,
COc1ccccc1NS(=O)(=O)c1ccc(O)c(C(N)=O)c1,-0.2%,i,5.3%,16.9%,-1.6,71,0.0%,6.5%,-5.8%,-2.4%,
COc1ccc(NC(=O)c2cc(OC)c(OC)c(OC)c2Br)cc1OC,0.1%,i,5.1%,17.9%,-0.8,48,5.2%,3.1%,-4.6%,1.9%,
O=C(CSC(=S)N1CCCCC1)Nc1ncc2c(n1)CCCC2=O,-0.1%,i,11.6%,11.7%,0.1,51,5.5%,-7.2%,-4.4%,2.4%,
Cc1cc(C)cc(N(CC(=O)NC2CCC(C)CC2)S(=O)(=O)c2c(C)noc2C)c1 (stereo unspecified),-0.1%,i,3.1%,6.2%,-0.5,71,2.3%,6.9%,12.6%,-7.4%,
c1ccc2c(c1)nc(N1CCOCC1)c1nnnn12,-0.3%,i,6.1%,2.8%,1.1,96,-0.4%,3.7%,4.7%,-2.8%,
COc1ccc(OC)c(NC(=O)c2c(NC(=O)CCC(=O)O)sc3c2CCCCC3)c1,-0.2%,i,12.6%,22.3%,7.2,47,4.3%,65.1%*,-6.7%,1.4%,
CCCCCCOc1ccc(NC(=O)CC2C(=O)N(CC)C(=S)N2Cc2ccco2)cc1 (stereo unspecified),0.6%,i,-2.3%,2.6%,40.5*,77*,44.5%,5.3%,2.6%,-1.8%,

# Grouped by structure: the compounds so far containing an NH in an aromatic ring
SMILES,GPR55 beta-arrestin,Yfh1-depleted yeast,Rac1 GTP hydrolysis,Large T inhibition,NTR1 ag,NTR1 ag cell count 20 µM,GPR55 antagonists,AID2073,GPR35 antagonists,NS5 inhibitors,others
CCOCCCNC(=O)c1c[nH]c2ccc(OCC)cc2c1=O,0.7%,i,0.4%,18.6%,0.3,65,2.3%,-8.6%,4.4%,-0.8%,
O=C(Nc1ccc(-c2nc3ccccc3[nH]2)cc1)c1ccc(N2C(=O)CCC2=O)cc1,-0.3%,i,-1.5%,3.9%,-1.9,84,8.0%,49.5%,.,2.2%,
C/C(=N\NC(=O)c1cc(-c2ccc(C)s2)[nH]n1)c1ccco1,0.0%,i,5.8%,5.6%,0.2,67,-2.7%,2.2%,-6.5%,-2.6%,

# Source: PubChem (several laboratories)
